Compound activity deposited in PubChem BioAssay by several laboratories.
S1P3 antagonist: blocks the human S1P3 receptor; CHO S1P3 NFAT-BLA reporter, FRET fluorescence, antagonist mode; inhibition, % at 4.98 µM; hit rate 0.27% among 170,000; AID 485;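 active = inhibition above the plate cutoff, the mean inhibition of test wells on that plate plus 3 SD, cut at about 28% in these data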;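 also: cells challenged with S1P at its EC80 of 0.8 µM; blue over green emission ratio from cleaved BLA substrate after 4 h stimulation; 0% = S1P-stimulated wells and 100% = unstimulated DMSO-only wells; some compounds past the cut are filed as inactive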
Target sequence (Q99500 whole entry, looked up): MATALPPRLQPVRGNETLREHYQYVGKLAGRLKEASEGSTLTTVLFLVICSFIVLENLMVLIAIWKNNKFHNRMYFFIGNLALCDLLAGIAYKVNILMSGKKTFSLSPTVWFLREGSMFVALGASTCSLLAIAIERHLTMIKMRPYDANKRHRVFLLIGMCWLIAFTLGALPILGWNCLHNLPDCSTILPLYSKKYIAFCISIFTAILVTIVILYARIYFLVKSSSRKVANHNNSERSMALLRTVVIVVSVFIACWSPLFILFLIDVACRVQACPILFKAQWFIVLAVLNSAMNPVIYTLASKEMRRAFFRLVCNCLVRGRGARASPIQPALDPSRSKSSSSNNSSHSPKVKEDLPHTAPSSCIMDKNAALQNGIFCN
ROMK primary: human ROMK K+ channel modulation, primary screen; P48048; Tet-inducible ROMK, thallium flux fluorescence; actives lie on both sides; B-score at 10 µM; hit rate 2% among 130,000; AID 1918;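 active = signal ratio slope over the read window, or its plate-corrected B-score, at least 3 SD from the plate mean, either direction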;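 also: B-score of the F/F0 ratio slope over 7 to 12 s after thallium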
Target sequence (P48048 whole entry, looked up): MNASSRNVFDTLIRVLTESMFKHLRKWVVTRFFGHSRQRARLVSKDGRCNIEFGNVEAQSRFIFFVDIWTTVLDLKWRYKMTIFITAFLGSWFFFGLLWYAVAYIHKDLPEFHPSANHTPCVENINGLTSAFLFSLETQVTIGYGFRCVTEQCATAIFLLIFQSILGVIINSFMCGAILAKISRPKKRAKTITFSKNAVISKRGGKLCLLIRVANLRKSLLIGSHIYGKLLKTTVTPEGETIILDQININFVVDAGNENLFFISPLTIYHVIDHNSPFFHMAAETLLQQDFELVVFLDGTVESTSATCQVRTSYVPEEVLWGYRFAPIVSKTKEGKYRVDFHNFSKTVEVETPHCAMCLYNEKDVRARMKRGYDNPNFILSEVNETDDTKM
The depositor's hits bear a star; & = joins results of further samples. Only part of the results is shown; the hit share may differ from the screen's.

SMILES	S1P3 antagonist	ROMK primary
O=C(C1=NN[C@@H]2C(=O)N(c3cccc(C(F)(F)F)c3)C(=O)[C@H]12)c1cnccn1	-4.8	-0.00118
CCC(CC)NCCOC(=O)c1ccc([N+](=O)[O-])cc1	3.7	-0.816
COc1ccc(Cl)cc1N1C(=O)CC(Sc2ccccc2N)C1=O (stereo not drawn)	-4.7	0.641
COc1cccc(OC)c1C(=O)NC(=O)Nc1c(F)cc(F)cc1F	-6.8	0.365
Cc1cccc2cc(/C=C/C(=O)c3ccco3)c(Cl)nc12	-11.8	-1.21
Cn1c(=O)c(C(=O)Nc2ccccc2S(N)(=O)=O)c(O)c2ccccc21	-16.3	0.547
Cc1ccccc1CN1C(=O)C(C)S/C1=N/N=C/c1ccco1 (stereo not drawn)	-2.5	-0.138
N#CC1=C(N)NC(=S)C(C(N)=O)C1c1ccccc1F (stereo not drawn)	-3.7	0.013
Cc1oc(S(=O)(=O)N2CCCCC2)cc1NC(=O)Nc1ccc(F)cc1	-3.2	-1.18
Cn1cc(S(=O)(=O)NCc2ccc(Cl)cc2)c(=O)n(C)c1=O	14.7	1.1
CSc1nccc(-c2c(-c3ccc(Cl)cc3)noc2C)n1	-0.7	-0.611
CCCCNC(=O)Oc1c(Br)cc2sc(=O)oc2c1Br	1.7	-0.344
CCC(C)NC(=O)C1c2ccccc2Oc2ccccc21 (stereo not drawn)	-26.7	1.23
COc1cccc(NC2c3ccccc3C(=O)N2Cc2ccccc2Cl)c1 (stereo not drawn)	6.1	-1.65
N#Cc1cccnc1N1CCN(C(=O)COCC(=O)O)CC1	6.0	-0.865
Cc1ccc(S(=O)(=O)N(C)C)cc1NC(=O)c1cccs1	3.1	-0.0375
COc1ccc(CC(=O)OCn2nnc3ccccc3c2=O)cc1OC	6.8	-1.56
COCCn1c(-c2ccc(F)cc2)nc2oc3cc(OC)ccc3c(=O)c2c1=O	8.1	1.74
CC(=O)c1c(COC(=O)c2ccc(Cl)cc2)nc2ccccc2[n+]1[O-]	-5.6	0.273
O=C(Nc1cccc(-c2nc3cccnc3s2)c1)c1cccnc1Cl	16.4	0.151
O=C(CN1C(=O)COc2ccc(S(=O)(=O)N3CCCC3)cc21)NC1CC1	7.1	0.386
CC(=O)Nc1cccc(-n2nnc(SCC(N)=O)n2)c1	-9.4	-0.6
CCOC(=O)c1cnn(-c2ccccc2)c1NC(=O)CN1CCOCC1	8.3	0.0237
Nc1nonc1-n1nnc(C(=O)N/N=C/c2ccccc2Cl)c1CSc1ccccc1	-5.9	0.377
C=CCNC(=O)C12CCC(C)(C(=O)[C@H]1Br)C2(C)C (stereo partly drawn)	12.4	-0.416
CCN(CC)CCNC(=O)c1cn(CC)c2cc(N3CCN(C(=O)c4ccco4)CC3)c(F)cc2c1=O	-0.9	0.023
Cc1cc(S(=O)(=O)NC2CCN(Cc3ccccc3)CC2)c(C)cc1Cl	-13.3	-1.37
Cc1ccc2cc([N+](=O)[O-])ccc2n1	-5.0	0.617
Cc1cccc(OCCn2cnc(Cl)c2Cl)c1	-4.1	-0.901
COc1cc(C(=O)O/N=C(\N)c2cccc([N+](=O)[O-])c2)cc(OC)c1OC	16.7	-0.281
CCOC(=O)N1CC(=O)Nc2ccc(Br)cc2C1c1ccccc1 (stereo not drawn)	-13.2	-0.756
[N-]=C=C1C(=O)NC(=O)C([n+]2ccc(-c3ccncc3)cc2)C1c1ccccc1C(F)(F)F (stereo not drawn)	1.1	0.186
CN(C)c1ccc(CNC(=O)C2CCC(CNc3c(N4CCCCC4)c(=O)c3=O)CC2)cc1 (stereo not drawn)	-10.6	-0.0187
Cc1ccc2c(c1)C(c1ccccc1)C(=O)O2 (stereo not drawn)	-5.7	0.996
O=C1OC2(O)C3C4C=CC(C4)C3C(=O)N2c2ccccc21 (stereo not drawn)	3.4	-0.543
COc1ccc(N2C(=S)NC3CS(=O)(=O)CC32)cc1 (stereo not drawn)	1.5	-0.739
COc1ccc(S(=O)(=O)N2CCCc3ccccc32)cc1OC	0.3	0.208
O=C(O)/C=C/C(=O)Nc1ccc(OC(F)(F)F)cc1	-0.9	0.242
O=C1CSC(c2ccccn2)N1c1ccc(C(F)(F)F)cc1 (stereo not drawn)	11.6	0.0335
O=C(O)CCC(=O)N(Cc1ccco1)C1CC(=O)N(c2ccccc2)C1=O (stereo not drawn)	1.3	-0.444
COc1ccc(C(=O)CSc2nc(-c3ccccn3)nc(C)c2Cl)cc1	0.6	-0.422
O=C(/C=C/Nc1ccc(S(=O)(=O)Nc2cnc3ccccc3n2)cc1)c1cccnc1	-0.2	0.693
Cn1nc(C(F)(F)F)c(-c2cccc(C(F)(F)F)c2)c1NC(=O)c1nccnc1C(=O)O	-5.1	-0.19
O=C(Cc1nnc(NC(=O)Nc2ccc(F)cc2)s1)NCc1ccccc1	17.6	-0.287
O=C(CCn1c(=S)oc2ccccc21)NCCC1=CCCCC1	-5.5	-0.536
CCCn1cnc2cc(NCc3cccs3)ccc21	9.3	-0.0945
O=[N+]([O-])c1cccnc1Oc1cccnc1	-0.7	-0.563
Nc1cccc(NP(=O)(c2ccccc2)c2ccccc2)c1	-2.4	1.04
NS(=O)(=O)c1ccc(NNC(=O)c2ccccc2)cc1	7.2	-0.928
O=C(NC(=O)N1CCN(c2ccc([N+](=O)[O-])cn2)CC1)c1ccccc1F	2.8	0.0364
CCOC(=O)C1=NNC(C(=O)c2ccccc2)C1c1ccc(C)cc1 (stereo not drawn)	5.2	0.184
CCOC(=O)c1cnc(-n2nc(C)cc2C)nc1Oc1ccc(C(=O)OC)cc1	-5.8	0.0107
CCOc1ccccc1N(C)C(=O)c1cc2c(=O)n(CC)c3ccccc3c2s1	18.7	-2.29
COc1ccc(/C=N/OC(=O)Nc2ccc(Cl)cc2)c(OC)c1	2.0	-0.412
CN(C)NC(=S)NC1CC2CCC1C2 (stereo not drawn)	3.6	0.675
O=C(c1ccccc1)C1C(c2ccccc2)C1[N+](=O)[O-] (stereo not drawn)	21.2	-0.114
COc1ccc(C2=NN(CC(=O)Nc3cc(C)ccc3C)C(=O)CC2)cc1	4.6	-1.35
CCOC(=O)C1CCN(C(=O)Nc2cc(Cl)cc(Cl)c2)CC1	-17.4	0.612
CS(=O)(=O)NCCSc1cc(C(F)(F)F)nc2ccccc12	-8.7	0.281
O=[N+]([O-])c1ccc(SCCc2ccncc2)cc1	-0.2&-4.2	-0.795

Following part.
SMILES	S1P3 antagonist	ROMK primary
Cc1ccc(-n2c(C)c([N+](=O)[O-])c3ccc(O)cc32)cc1	-0.1	-0.841
Cc1nc2c3cc(Cl)ccc3n(CCN3CCOCC3)c2s1	-34.0	1
S=C(Nc1cc(Cl)ccc1Cl)Nn1cnnc1	2.4	-0.807
CCOC(=O)CCCNC(=O)CCNC(=O)c1ccc(OCCC(C)C)cc1	-4.0	1.07
COC(=O)/C=C/c1c(C)[nH]c(=O)[nH]c1=O	-17.7	0.63
O=C(CN1CCN(Cc2ccccc2Cl)C1=O)NCc1ccccn1	5.2	-0.517
Cc1ccc(C(=O)Nc2ccccc2C(=O)N2CCCCCC2)cc1	-14.6	-0.421
COc1ccccc1NC(=O)N1CCN(c2ccnc3cc(Cl)ccc23)CC1	6.3	-1.23
O=[N+]([O-])c1ccccc1N/N=C\c1ccccc1F	-16.1	-0.0155
COc1ccccc1NC(=S)NCC1CCC(CNC(=S)Nc2ccccc2OC)CC1 (stereo not drawn)	5.1	-1.22
O=C(O)c1ccc2c(c1)N(Cc1ccccc1)C(=O)c1ccccc1S2	-23.7	0.828
CCCCNS(=O)(=O)c1ccc2nc(-c3cccnc3)cc(C(=O)NCCOC)c2c1	-0.5	1.62
CCCNC(=S)Nc1ccccc1	2.3	-0.0542
O=C1N(c2ccccc2)C(=Nc2ccccc2)SC12CC2	2.0	-0.0249
N#CCN1CCN(CC(=O)c2ccc(Br)cc2)CC1	11.4	-0.52
COC(=O)Cc1cccc2c(=O)c3ccccc3oc12	1.3	-0.549
Cc1ccc(C)c(-n2c(-c3ccncc3)n[nH]c2=S)c1	1.7	1.61
CC(=O)c1nnn(-c2cccc(C#N)c2)c1C	-24.2	-0.142
Cc1cccc(NC(=S)NC2CC3C=CC2C3)c1 (stereo not drawn)	16.7	0.563
C=CCn1cc(C(=O)OCC)c(=O)c2cc(F)c(F)cc21	-10.8	0.167
CCOC(=O)c1[nH]c2ccccc2c1NC(=O)NC(C)C	2.0	1.09
COc1ccccc1NC(=O)OCC#CCOC(=O)Nc1ccccc1OC	3.3	0.454
Cc1ccc(-c2nnc(-c3cc(C)on3)o2)cc1	6.1	0.0565
C=CCn1c(SCC(=O)NNC(=O)Nc2ccc(C)cc2)nnc1-c1ccccc1	3.2	-0.753
O=C(CN1CCN(Cc2ccc(Cl)cc2)CC1)N/N=C/c1cccc(F)c1	5.8	-1.08
Cc1cccc(OCCCn2c(CO)nc3ccccc32)c1	-1.6	-0.574
Cc1cc(C(F)F)n2ncc(C(=O)NCc3ccc(F)cc3)c2n1	-5.8	1.28
Cn1c(O)c(N=NC(=O)C2COc3ccccc3O2)c2ccccc21 (stereo not drawn)	-11.0	0.175
CCOC1CCc2c(C)nc(N)nc2S1 (stereo not drawn)	-1.8	0.254
CCCCc1n[nH]c2c1/C(=N/OCC)CC(C)(C)C2	16.6	-0.241
O=C(O)CCCNC(=O)CCn1nnc2ccccc2c1=O	-10.9	-0.575
Nc1ncnc(Nc2cc(C(F)(F)F)cc(C(F)(F)F)c2)n1	1.7	0.167
COc1cc2ncnc(NCCCN3CCOCC3)c2cc1OC	-20.1	-0.629
Cc1ccc(Nc2nc(N)[nH]c(=O)c2N=O)cc1	-14.7	-0.291
CC(NC(=O)C(C)(C)C)C(c1cccs1)N1CCN(Cc2ccccc2)CC1 (stereo not drawn)	-9.2	-0.365
COC(=O)C(=Cc1ccccc1[N+](=O)[O-])C(=O)OC	14.9	-2.6*
Cc1c(/C=N/Nc2nc3ccccc3[nH]2)c2ccccc2n1C	18.8	-1.7
O=C(CSc1nc2sc3c(c2c(=O)[nH]1)CCC3)NCCO	-6.5	-0.624
O=C(NCc1ccc(F)cc1)C(=O)NCC1OCCN1S(=O)(=O)c1ccc2c(c1)OCCO2 (stereo not drawn)	16.9	-2.31
O=C(O)c1cc2ccccc2cc1Nc1ccccc1	-15.8	0.444
COc1ccc(NC(=O)c2scc(S(=O)(=O)C(C)C)c2N)cc1	-19.8	-0.0349
CC(=O)N(C(C)=O)c1nc(-c2ccccc2)cn1/N=C/c1cccc([N+](=O)[O-])c1	-2.1	-0.135
CSc1nc2nc3c(cc2c(=O)n1-c1ccc(C)cc1)COC(C)(C)C3	-11.3	0.188
CCC(c1ccccc1)c1nnc(NC(=O)c2ccco2)s1 (stereo not drawn)	-1.7	0.192
C=CCn1c(=NC(=O)c2cccs2)sc2cccc(OC)c21	15.5	1.11
COc1ccc2c(c1)c(/C=N/Nc1ccc(C(=O)O)cc1)c(C)n2C	-3.3	0.0886
O=C(O)c1ccc(N/N=C/c2cc3ccccc3nc2Cl)cc1	11.4	-0.345
CNC(=O)c1csc(Cc2c(Cl)sc3ccc(Cl)cc23)n1	10.8	-1.41
CCNc1nc(NCC)nc(OCC(=O)O)n1	-17.0	0.346
CCN1CCc2c(sc(NC(=S)NC(=O)c3ccco3)c2C(N)=O)C1	-19.1	0.255
c1ccc(-c2noc(C3CCC3)n2)nc1	-6.5	0.276
CCCCc1ccc(NC(=O)N2CCNC(=O)C2CC(=O)Nc2ccsc2C(=O)OC)cc1 (stereo not drawn)	-8.6	0.229
Nc1nc(Nc2cccc(F)c2)nc(N2CCOCC2)c1[N+](=O)[O-]	-13.9	-0.0764
COc1ccc2c(c1)c(C(C)=O)c(C)n2C	-5.2	0.0718
COc1cc2c(C#N)c(N3CCCC3)nc(N)c2c(N)n1	-5.6	0.162
OCc1nc2ccc(Cl)cc2[nH]1	8.5	-0.377
CSc1nnc(-c2ccncc2)n1/N=C/c1cn(-c2ccccc2)nc1-c1ccc(Cl)cc1	1.3	0.715
Cc1ccc(-c2cc(-c3ccco3)c(C#N)c(=O)[nH]2)cc1	-9.1	-1.58
CC1(/[N+]([O-])=C/c2ccc(F)cc2)CCCCC1=O (stereo not drawn)	3.5	-0.0914
COc1ccc(S(=O)(=O)NNC(=O)C(=O)NNc2ccccn2)cc1	7.2	0.403

In the list so far, 6 contain a cyano group:
SMILES	S1P3 antagonist	ROMK primary
N#CC1=C(N)NC(=S)C(C(N)=O)C1c1ccccc1F (stereo not drawn)	-3.7	0.013
N#Cc1cccnc1N1CCN(C(=O)COCC(=O)O)CC1	6.0	-0.865
N#CCN1CCN(CC(=O)c2ccc(Br)cc2)CC1	11.4	-0.52
CC(=O)c1nnn(-c2cccc(C#N)c2)c1C	-24.2	-0.142
COc1cc2c(C#N)c(N3CCCC3)nc(N)c2c(N)n1	-5.6	0.162
Cc1ccc(-c2cc(-c3ccco3)c(C#N)c(=O)[nH]2)cc1	-9.1	-1.58

Another view of two compounds above:
SMILES,S1P3 antagonist,ROMK primary
CC1(/[N+]([O-])=C/c2ccc(F)cc2)CCCCC1=O (stereo not drawn),3.5,-0.0914
COc1ccc2c(c1)c(C(C)=O)c(C)n2C,-5.2,0.0718

Further compounds follow:
SMILES	S1P3 antagonist	ROMK primary
O=c1oc2ccc(Cl)cc2nc1/C=C(\O)c1ccco1	-1.6	0.411
Cc1ccc(CSc2nnc(-c3cnccn3)n2C)cc1	3.0	0.0255
COC(=O)c1ccc(Cn2c(O)c(N=NC(N)=S)c3ccccc32)o1	11.6	1.1
CCc1ccc(O)c(-c2cc(C(=O)Nc3cccnc3)[nH]n2)c1	5.2	0.107
COc1ccc2c(CC(=O)O)cc(=O)oc2c1	-7.8	0.0218
Cc1cc(C)nc(N/N=C/c2cn[nH]c2-c2ccccc2)n1	-2.0	0.386
O=Cc1c(N2CCSCC2)nc2ccccn2c1=O	-6.6	0.294
